Source: PubChem
BoNT A protease = blocks Botulinum neurotoxin A light chain protease. actives 0.17% (n = 360,000). inhibition, % at 10 µM. multiplex microsphere protease substrate cleavage, flow cytometry; also: plate controls were buffer without enzyme for full effect and enzyme alone for no effect
Yp Topo-I inh = blocks Yersinia pestis topoisomerase I activity | actives 0.064% (n = 360,000) | Y. pestis Topo-I cleavage product accumulation, plate reader | activity, % at 10 µM; in the data active = activity above about 50%, passing the limit was not always enough; inconclusive = no clear call, values can overlap the other calls; also: inactives centre near 2
TcdB GH inh = TcdB glycohydrolase inhibition | actives 0.24% (n = 350,000) | AID 652162 | P18177 | inhibition, % at 9.99 µM | TcdB glycohydrolase enzymatic assay, plate reader; in the data active = inhibition above about 10%
CCHF vOTU inh = CCHFV vOTU protease inhibition. Pep-AMC fluorescence. actives 0.55% (n = 370,000). inhibition, % at 11.5 µM; in the data active = inhibition above about 30%; also: 0% = vehicle wells with enzyme and 100% = no enzyme wells
3CLpro inhibitor = SARS-CoV 3CLpro protease inhibition. actives 0.14% (n = 290,000). inhibition, % at 6 µM. recombinant SARS-CoV 3CLpro, quenched FRET peptide cleavage. AID 1706; in the data active = inhibition above about 12%
SSB-PriA inh = blocks PriA binding to SSB C-terminal tail; actives 0.6% (n = 430,000); inhibition, % at 33 µM; AlphaScreen SSBct-PriA binding, biotinylated peptide; in the data active = inhibition mostly above about 37%, no sharp cut-off; inactive = mostly below about 20%;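 also: plate controls were negative control peptide for no effect and reference peptide for full effect; strong numbers were not always called active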
Vc quorum ag = inducers of Vibrio cholerae quorum light production without autoinducers; activation, % at 18.7 µM; AID 588436; actives 0.16% (n = 350,000); V. cholerae BH1578 lux reporter, luminescence, 6 h; in the data active = activation mostly above about 9.7%, no sharp cut-off; inconclusive = no clear call, values can overlap the other calls; inactive = mostly below about 3.7%; also: not every result past the cut was called active; inactives centre near 0; reference of the scale not given here
DUSP3 inh = DUSP3 (human) phosphatase inhibition; P51452; recombinant VHR phosphatase, pNPP absorbance; inhibition, % at 13.3 µM; actives 0.52% (n = 290,000); in the data active = inhibition above about 50%; also: some compounds called inactive have numbers as strong as hits
Target sequence (P51452 whole entry, looked up): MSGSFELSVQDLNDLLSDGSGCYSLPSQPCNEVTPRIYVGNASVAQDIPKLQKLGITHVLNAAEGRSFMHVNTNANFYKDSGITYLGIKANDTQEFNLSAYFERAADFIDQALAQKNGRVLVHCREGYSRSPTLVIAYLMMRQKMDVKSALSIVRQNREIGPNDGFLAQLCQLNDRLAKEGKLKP
PfHsp40 yeast = compounds rescuing yeast from Plasmodium falciparum HSP40 toxicity. S. cerevisiae expressing PfHsp40, growth rescue, ATP luminescence. actives 0.68% (n = 340,000). AID 504582. growth rescue, % at 12.5 µM; in the data active = growth rescue above about 28%, passing the limit was not always enough; inconclusive = no clear call, values can overlap the other calls;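 also: yeast W303a lacking pdr1 and pdr3 grown in galactose medium; growth measured after three days at 30 °C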
Anthrax LF inh2 = inhibitors of Bacillus anthracis lethal factor protease; P15917; multiplex microsphere protease cleavage assay, LF; inhibition, % at 10 µM; actives 0.12% (n = 360,000); also: plate controls were buffer without enzyme for full effect and enzyme alone for no effect
Target sequence (P15917 whole entry, looked up): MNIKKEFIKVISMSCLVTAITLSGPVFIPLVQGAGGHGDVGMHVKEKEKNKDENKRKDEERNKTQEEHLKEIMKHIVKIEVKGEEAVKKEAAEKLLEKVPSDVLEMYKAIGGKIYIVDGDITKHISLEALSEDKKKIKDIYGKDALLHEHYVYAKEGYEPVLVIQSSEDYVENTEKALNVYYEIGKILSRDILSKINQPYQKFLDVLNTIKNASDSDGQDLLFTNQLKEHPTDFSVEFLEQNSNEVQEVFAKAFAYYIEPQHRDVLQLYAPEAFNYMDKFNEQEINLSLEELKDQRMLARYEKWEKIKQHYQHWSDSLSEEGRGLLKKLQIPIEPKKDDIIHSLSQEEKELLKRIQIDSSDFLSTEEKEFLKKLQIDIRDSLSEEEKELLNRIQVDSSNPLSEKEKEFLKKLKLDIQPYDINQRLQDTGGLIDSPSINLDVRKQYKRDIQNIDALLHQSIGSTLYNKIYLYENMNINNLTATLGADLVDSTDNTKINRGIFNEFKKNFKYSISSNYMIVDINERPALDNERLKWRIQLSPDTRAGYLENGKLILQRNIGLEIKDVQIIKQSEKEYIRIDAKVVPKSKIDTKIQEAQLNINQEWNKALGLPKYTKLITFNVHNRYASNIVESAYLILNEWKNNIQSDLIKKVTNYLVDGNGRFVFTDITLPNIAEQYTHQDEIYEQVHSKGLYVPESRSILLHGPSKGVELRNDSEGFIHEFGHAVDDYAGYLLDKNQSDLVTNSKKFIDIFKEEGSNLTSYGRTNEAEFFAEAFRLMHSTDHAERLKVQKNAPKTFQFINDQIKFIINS
Active calls of the source: *; i = inactive; ? = inconclusive; / = not tested or not shown; & = joins results of further samples. Rule as the data show it, unless noted: active = inhibition above about 30%; inconclusive = no clear call, values can overlap the other calls; inactive = below that. This is a subset; the hit share may differ from the screen's.

No.	Compound	BoNT A protease	Yp Topo-I inh	TcdB GH inh	CCHF vOTU inh	3CLpro inhibitor
1	O=C(NCC(=O)N1CCCCCCC1)c1ccccc1Cl	1.2	-1	0.9	4	/
2	COc1ccc(C=O)cc1COc1ccc(F)cc1F	-0.5	3	/	0	-5
3	COc1cccc(CC(NC(C)=O)C(=O)NC2CCN(C(=O)c3ccc(Cl)cc3)CC2)c1 (stereo unspecified)	-0.5	0	0.5	0	3
4	CCC1CN1P(=O)(Oc1ccc(Cl)cc1)N1CC1CC (stereo unspecified)	-0.2	-15	0.1	6	/
5	Cc1ccc(OCCC(=O)OCC(=O)NNC(=O)c2ccccc2)cc1	-1.3	-1	2.7	11	/
6	Cc1nnc(SCC2=C(C(=O)O)N3C(=O)C(NC(=O)Cn4ncc(Cl)c4C)C3SC2)s1 (stereo unspecified)	-1.4	5	-0.3	-3	-1
7	Cc1nc(S(=O)(=O)Cc2ccccc2)nc2c1CCC2	0.2	-10	1.6	-6	3
8	CC(=O)Nc1cc2c(cc1C(=O)c1ccccc1)OCCO2	-2.9	-6	/	6	0
9	NC(=S)N=Nc1ccc(NN=C(N)N)cc1	-0.1	1	-0.8	6	-3
10	CCCSc1nnc(NC(=O)Nc2ccc(F)cc2)s1	-1.2	-1	/	-1	0
11	CCCCCCCCCCCCCC(=O)O	-0.1	18	0.5	4	/
12	CCOc1ccc(OCC)c(NC(=O)CSc2nc3c(c(=O)n(C)c(=O)n3C)n2C(C)C)c1	1.7	-2	1.7	12	2

No.	SSB-PriA inh	Vc quorum ag	DUSP3 inh	PfHsp40 yeast	Anthrax LF inh2
1	-5	i	/	0.2	-3
2	-13	i	-8	0.2	5
3	-8	i	62	-0.1	9
4	-1	2.7	/	-0.1	1
5	-2	i	/	1.8	0
6	-11	6.6	-24	0.7	-5
7	-21	-0.2	22	-0.4	2
8	-10	i	25	-0.1	-1
9	21&18	i	68	?	-127
10	8	-0.2	-12	1.1	-5
11	6	-0.4	/	-0.9	-3
12	11	-1.5	1	-0.1	-6

Other entries.
No.	Compound	BoNT A protease	Yp Topo-I inh	TcdB GH inh	CCHF vOTU inh	3CLpro inhibitor
13	Cc1ccccc1OCC(=O)Nc1ccccc1C(=O)N1CCCCC1	1.6	17	-3.7	10	-3
14	Cc1ccc(OCC(=O)NCCNC(=O)c2ccco2)cc1C	-4.4	1	1.8	7	-3
15	O=C(NCC(=O)N1CCN(S(=O)(=O)c2ccccc2F)CC1)c1ccc2ccccc2c1	1.7	9	0.7	-9	/
16	COc1ccccc1/C=N/n1c(N)c(S(=O)(=O)c2cccs2)c2nc3ccccc3nc21	0.4	-5	/	-6	-2
17	c1ccc(-c2nnc(-c3ccccn3)nc2NC2CCCCC2)cc1	-0.6	21	1.5	18	6
18	Cc1ccc(NC(=S)N2CCCC(O)C2)cc1 (stereo unspecified)	0.0	4	1.2	-4	3
19	O=C(Nc1cccc(OC(=O)c2ccco2)c1)c1ccco1	-0.2	0	/	-2	-1
20	CN(CCC(=O)Nc1ccc(Br)cc1)Cc1ccccc1	0.7	3	/	/	5
21	C=CCN(CC=C)CCOc1cc(C)ccc1[N+](=O)[O-]	0.5	-5	1.5	-7	-1
22	CCC(C)[C@H](NC(=O)N1CC(=O)Nc2ccccc21)C(=O)Nc1ccccc1C (stereo partly specified)	-0.5	9	1.8	22	4
23	CCCN(C(=O)C(=O)Nc1ccc2nc3n(c(=O)c2c1)CCCCC3)c1ccc(OCC)cc1	0.1	23	-1.3	10	1
24	CC1CN/C(=C\C(=O)c2ccc(Br)cc2)C(=O)N1 (stereo unspecified)	1.8	-2	0.6	0	1

No.	SSB-PriA inh	Vc quorum ag	DUSP3 inh	PfHsp40 yeast	Anthrax LF inh2
13	-10	-0.2	26	-1.0	1
14	-17	-0.1	38	-0.1	-6
15	-7	i	/	-0.9	-5
16	/	-0.3	8	0.2	2
17	101*	i	19	46*	-7
18	-7	-0.4	11	1.1	-1
19	0	i	34	0.2	-1
20	-10	i	-2	0.0	-1
21	9	-0.2	4	0.2	-2
22	-8	-0.3	16	1.3	2
23	4	-0.1	-4	2.0	0
24	/	-0.3	39	-0.5	4

Continued.
No.	Compound	BoNT A protease	Yp Topo-I inh	TcdB GH inh	CCHF vOTU inh	3CLpro inhibitor
25	COc1ccc(C(=O)CC(=O)C(=O)Nc2cc(Cl)c(OC)cc2OC)cc1	-0.4	-6	1.5	-11	5
26	N#Cc1ccc2[nH]c(CO)c(-c3ccccc3)c2c1	-0.4	0	2.4	-6	2
27	O=C1CCc2ccc(NC(=O)C3CC3)cc2N1	0.0	2	1.9	-1	1
28	Cc1cccc(NS(=O)(=O)c2cnc(Cl)c(Br)c2)n1	-2.1	-8	/	13	-2
29	CCOC(=O)N1CCN(S(=O)(=O)c2c(C)nc3sccn3c2=O)CC1	-2.1	2	-0.4	17	-1
30	CCSC(=S)c1c(C)[nH]n(-c2ccccc2)c1=O	-0.7	-2	1.8	-6	1
31	O=C(Nc1ncccc1O)c1ccc(NS(=O)(=O)c2ccc3[nH]c(=O)[nH]c3c2)cc1	-8.9	0	1.9	11	/
32	CCN(CC)C(=O)C1CCCN(Cc2cccc(F)c2)C1 (stereo unspecified)	-1.3	2	/	0	9
33	COc1ccc(S(=O)(=O)CCc2nnc(NC(C)=O)s2)cc1	0.3	-4	-0.1	2	-3
34	CCc1ccc(OCC(=O)OCC(=O)NC2CCCC(C)C2C)cc1 (stereo unspecified)	-0.3	5	1.5	10	/
35	CCSc1nnc(NC(=O)NC(CC)(C(F)(F)F)C(F)(F)F)s1	-0.8	0	/	15	3
36	CC(=O)CSc1ccc(S(=O)(=O)N2CCN(C)CC2)cn1	-0.9	2	-0.6	23	/

No.	SSB-PriA inh	Vc quorum ag	DUSP3 inh	PfHsp40 yeast	Anthrax LF inh2
25	0	i	17	-1.7	-2
26	-5	-0.2	28	0.3	2
27	-6	-0.6	-14	0.5	-1
28	0	-0.6	28	-2.3	-3
29	-24	-0.3	-20	-0.1	-1
30	6	-0.7	-1	34*	-12
31	-6	i	/	-0.2	-16
32	-3	-0.3	11	0.0	-13
33	6	i	4	-0.6	-1
34	-13	i	/	-1.4	-1
35	-1	-0.3	-2	-1.6	3
36	-3	0.0	/	-1.4	-9

In the list so far, these contain a furan ring, fused or not:
No.	Compound	BoNT A protease	Yp Topo-I inh	TcdB GH inh	CCHF vOTU inh	3CLpro inhibitor
14	Cc1ccc(OCC(=O)NCCNC(=O)c2ccco2)cc1C	-4.4	1	1.8	7	-3
19	O=C(Nc1cccc(OC(=O)c2ccco2)c1)c1ccco1	-0.2	0	/	-2	-1

No.	SSB-PriA inh	Vc quorum ag	DUSP3 inh	PfHsp40 yeast	Anthrax LF inh2
14	-17	-0.1	38	-0.1	-6
19	0	i	34	0.2	-1

Further structures follow:
No.	Compound	BoNT A protease	Yp Topo-I inh	TcdB GH inh	CCHF vOTU inh	3CLpro inhibitor
37	Cc1cc(=O)oc2c1c(C)nn2-c1ccc(Br)cc1	0.4	3	2.2	5	3
38	Cc1cc(=O)oc2cc(OCC(=O)N3CCN(c4ccccc4)CC3)ccc12	-0.1	15	-0.7	-2	/
39	O=C1CC(c2ccccc2)=NN1c1ccccc1	0.1	-8	0.6	28	/
40	COc1ccc(CN2CCN(c3cc(C)nc4c5c(C)cc(C)nc5nn34)CC2)cc1F	5.3	-6	/	-93	/
41	O=[N+]([O-])c1ccccc1O[C@@H]1O[C@H](CO)[C@H](O)[C@H](O)[C@H]1O	/	-9	0.9	11	3
42	COC(=O)c1ccccc1S(=O)(=O)NNC(=O)c1nn(C)c(=O)c2ccccc12	-0.3	-3	-6.3	3	/
43	Cn1cc(CNC(=O)C2c3ccccc3Oc3ccccc32)cn1	-1.2	0	/	7	4
44	Cc1cc(N)n(-c2ccc(Cl)cc2)n1	-1.3	-6	-1.0	7	2
45	CC(=O)NCCc1ccc(C(=O)COC(=O)c2cccs2)cc1	0.0	-6	3.1	-10	/
46	CCOC(=O)c1c(CSc2ccccc2)n(C)c2ccc(O)c(CN3CCOCC3)c12	-0.8	27	1.2	1	-1
47	CCc1cccc(NC(=O)c2snc3c(=O)[nH]cnc23)c1	-0.2	6	/	7	-2
48	O=C(CCNS(=O)(=O)c1ccc2[nH]c(=O)oc2c1)NCc1ccc(F)cc1	0.1	-5	-1.3	1	3

No.	SSB-PriA inh	Vc quorum ag	DUSP3 inh	PfHsp40 yeast	Anthrax LF inh2
37	0	i	-6	-1.3	-8
38	3	0.9	/	-0.5	-2
39	6	5.0	/	4.8	0
40	-9	-0.2	10	-0.7	-10
41	-7	-0.2	25	-0.6	/
42	-5	i	/	0.1	0
43	-22	i	40	-0.3	0
44	0	0.0	17	-0.9	-9
45	/	-1.2	/	/	-7
46	-1	i	6	-1.4	-12
47	-19	/	25	0.4	2
48	-15	2.7	6	-1.8	0

Next part:
No.	Compound	BoNT A protease	Yp Topo-I inh	TcdB GH inh	CCHF vOTU inh	3CLpro inhibitor
49	CC(=O)Nc1ccc(OCc2ccc3c(c2)OCO3)cc1	-2.5	2	0.0	-9	-2
50	O=C(NC1CCCCC1)c1ccc(CNc2ccccc2)o1	0.3	-6	/	15	4
51	CCCCN1CC(CO)Oc2cccc(F)c2S1(=O)=O (stereo unspecified)	-0.5	4	5.8	-3	/
52	N/C(Cc1cccs1)=N\OC(=O)COc1ccc(Br)cc1	0.2	18	/	12	5
53	CCN(CC)c1ccc(C(=O)OCC(=O)Nc2cc3oc4ccccc4c3cc2OC)cc1	0.3	4	/	-11	3
54	CN1C(C(=O)NCc2ccccc2)CC2Cn3c(nc4ccccc43)C21 (stereo unspecified)	-0.4	9	1.1	-10	/
55	O=S(=O)(N1CCOCC1)n1nnc2ccccc21	-1.0	0	/	-11	5
56	COCCn1c(SCC(=O)Nc2nc(C)cs2)nnc1C(C)C	-4.8	8	-0.2	11	0
57	N#CCCN(Cc1ccncc1)C(=S)NC1CC2C=CC1C2 (stereo unspecified)	/	0	-0.3	4	3
58	Cc1cccc(N2N=C(C(=O)Nc3nc(C)cs3)CCC2=O)c1	0.5	-12	1.3	-12	4
59	O=C(CSc1nc2ccsc2c(=O)n1Cc1ccc(C(=O)O)cc1)NCC1CCCO1 (stereo unspecified)	1.9	-4	-0.2	-5	-3
60	COc1ccc(NS(=O)(=O)c2cccc(C(=O)N/N=C/c3cn(-c4ccccc4)nc3-c3ccccc3)c2)cc1	1.4	-7	1.2	-1	-3
61	Cc1cccc(-n2c(O)c(C=Nc3ccc4c(c3)OCO4)c3ccccc3c2=O)n1	0.6	4	/	-1	3
62	COc1ccccc1-c1nnc(SCC(=O)N2CCCC2)o1	-3.1	-6	1.4	0	-1
63	Cc1nnc(NC(=O)CSc2nnc(-c3ccco3)n2C(C)C)s1	-0.4	-3	0.6	12	-2

No.	SSB-PriA inh	Vc quorum ag	DUSP3 inh	PfHsp40 yeast	Anthrax LF inh2
49	-12	i	-12	-1.3	7
50	6	-6.1	21	-0.6	2
51	-7	-0.6	/	-0.4	5
52	/	i	17	1.6	0
53	-3	-0.7	21	0.3	-2
54	-5	i	0	-0.4	0
55	-7	i	-1	0.9	-3
56	-7	-0.5	12	-1.0	0
57	-6	-0.7	13	0.7	/
58	2	i	32	-0.1	-4
59	-1	-0.2	-8	-1.4	-2
60	i	-0.6	15	0.8	-2
61	-16	6.2	4	0.3	1
62	-7	i	49	0.3	0
63	-14	-0.3	7	-0.5	-3

Compound profiles (already shown). Screens in order: BoNT A protease, Yp Topo-I inh, TcdB GH inh, CCHF vOTU inh, 3CLpro inhibitor, SSB-PriA inh, Vc quorum ag, DUSP3 inh, PfHsp40 yeast, Anthrax LF inh2
Entry for O=S(=O)(N1CCOCC1)n1nnc2ccccc21 : -1.0, 0, /, -11, 5, -7, i, -1, 0.9, -3
Entry for O=C(NC1CCCCC1)c1ccc(CNc2ccccc2)o1 : 0.3, -6, /, 15, 4, 6, -6.1, 21, -0.6, 2
